High-throughput results (PubChem BioAssay)
ERb coact inh – blocks coactivator binding to human estrogen receptor beta | Q92731 | TR-FRET ER-beta LBD / SRC1-Cy5 peptide binding; receptor agonist-loaded with 1 µM estradiol | inhibition, % at 25.6 µM | 86,000 compounds, 1.3% hits | AID 633;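 active means compounds whose percent inhibition of the receptor-coactivator binding signal exceeds about 50% in the single-dose screen, limit read from the data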;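 further: 0% = receptor plus peptide wells without compound and 100% = peptide-only wells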
Mac1 fbg enh – increases human CD11b/CD18 adhesion to fibrinogen; P05107+P11215; K562 CD11b/CD18 adhesion to fibrinogen, ATPlite luminescence; activation, % at 10 µM; 93,000 compounds, 0.07% hits; AID 1499;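 active means 10 µM primary screen giving 50% or more activity, confirmed by 40% or more on retest at that dose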; further: strong numbers were not always called active; reference of the scale not given here
MT1-MMP txn act – MT1-MMP promoter transcription activation; 86,000 compounds, 0.16% hits; HT1080 MT1-MMP promoter luciferase reporter, luminescence, overnight; stronger effect = higher value; activation factor at 10 µM;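 active means activation factor of at least 2 for MT1-MMP transcription at 10 µM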
FAK blocker – blocks human focal adhesion kinase activity. inhibition, %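 (tested at 7 µM)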. biochemical FAK kinase activity assay. Q05397. 97,000 compounds, 0.84% hits; in the data active means inhibition above about 19%;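 further: 0% = DMSO and 100% = reference compound high control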
Target sequence (Q05397 whole entry, looked up): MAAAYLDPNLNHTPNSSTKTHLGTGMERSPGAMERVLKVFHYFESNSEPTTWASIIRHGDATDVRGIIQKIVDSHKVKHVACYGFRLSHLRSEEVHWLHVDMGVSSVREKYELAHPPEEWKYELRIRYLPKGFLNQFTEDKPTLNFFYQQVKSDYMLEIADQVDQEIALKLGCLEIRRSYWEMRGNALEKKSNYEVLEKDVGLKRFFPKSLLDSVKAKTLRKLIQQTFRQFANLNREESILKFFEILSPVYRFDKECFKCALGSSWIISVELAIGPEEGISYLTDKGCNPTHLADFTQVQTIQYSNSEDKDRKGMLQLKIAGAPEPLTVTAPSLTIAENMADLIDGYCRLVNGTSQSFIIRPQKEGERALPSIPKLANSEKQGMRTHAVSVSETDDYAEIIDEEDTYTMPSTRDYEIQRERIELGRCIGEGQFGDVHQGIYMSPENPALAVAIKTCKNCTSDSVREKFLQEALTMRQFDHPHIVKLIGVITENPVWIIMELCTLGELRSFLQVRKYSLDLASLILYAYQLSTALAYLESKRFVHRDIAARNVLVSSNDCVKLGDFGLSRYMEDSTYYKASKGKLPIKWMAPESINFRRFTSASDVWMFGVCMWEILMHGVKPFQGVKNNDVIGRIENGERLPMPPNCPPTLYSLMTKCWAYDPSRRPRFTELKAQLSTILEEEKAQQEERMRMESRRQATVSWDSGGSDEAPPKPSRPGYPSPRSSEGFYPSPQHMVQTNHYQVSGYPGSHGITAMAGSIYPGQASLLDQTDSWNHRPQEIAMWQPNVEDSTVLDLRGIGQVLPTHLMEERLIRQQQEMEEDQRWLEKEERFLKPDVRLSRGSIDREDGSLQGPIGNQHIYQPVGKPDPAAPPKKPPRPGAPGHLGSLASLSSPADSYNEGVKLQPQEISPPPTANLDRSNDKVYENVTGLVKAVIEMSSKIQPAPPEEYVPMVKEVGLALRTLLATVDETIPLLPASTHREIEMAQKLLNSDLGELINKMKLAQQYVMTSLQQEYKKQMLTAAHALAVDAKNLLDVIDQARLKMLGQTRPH
PLAP activator – activates human placental alkaline phosphatase | P05187 | purified PLAP enzyme, luminescent substrate read-out; stronger effect = higher value | activation fold at 20 µM | 96,000 compounds, 1.2% hits; in the data active means activation fold above about 2
ERa coact pot – ER-alpha (human) coactivator binding potentiation; TR-FRET ERalpha-LBD/SRC-Cy5 coactivator binding, 2 h; 100 = basal binding, no effect; coactivator binding (% of control), % at 25.6 µM; 86,000 compounds, 1.3% hits; in the data active means activity above about 200%;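 further: binding measured in presence of low estradiol as agonist stimulus; 0% = peptide alone without receptor and 100% = receptor with peptide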
E coli WT exp – blocks growth of wild type E. coli BW25113. AID 710. growth inhibition, % at 100 µM. OD600 absorbance. 98,000 compounds, 0.15% hits;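 active means growth inhibition above about 50% at one test dose, limit read from the data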;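 further: growth measured after 20 h incubation at 37 °C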
ERa coact inh – blocks coactivator binding to human estrogen receptor alpha; P03372; TR-FRET ER-alpha LBD / SRC-1 peptide, estradiol-bound; inhibition, % at 25.6 µM; 86,000 compounds, 1.7% hits; AID 629; in the data active means inhibition above about 50%;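 further: 0% = receptor plus peptide control and 100% = peptide only without receptor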
Mac1 fbg inh – inhibitors of human CD11b/CD18 binding to fibrinogen; P05107+P11215; 93,000 compounds, 0.54% hits; AID 1497; K562 CD11b/CD18 adhesion to fibrinogen, ATPlite luminescence; Mn2+ added to activate the integrin; inhibition, % at 10 µM;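 active means primary inhibition of 50% or more at 10 µM, then 40% or more on retest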; further: some results filed as inactive read as strong as hits
* = called active by the depositor; · = not tested or not shown; [ ] = remark or other dose.

SMILES	ERb coact inh	Mac1 fbg enh	MT1-MMP txn act	FAK blocker	PLAP activator	ERa coact pot	E coli WT exp	ERa coact inh	Mac1 fbg inh
COCCOC(=O)C1=C(C)OC(N)=C(C#N)C1c1ccc2c(c1)OCO2 (stereo unspecified)	23	-3	1	-5	0.9	78	0	2	0
COCCNC(=O)CN1CCC(NC(=O)Nc2ccc(C(F)(F)F)cc2)CC1	-4	2	1	-1	1.6	98[fluorescence artefact?]	9	2[fluorescence artefact?]	0
COc1ccccc1-n1c(CNC(=O)c2ccco2)nnc1SCC(=O)Nc1ccc(F)cc1	9[fluorescence artefact?]	0	1.4	1	1.2	110[fluorescence artefact?]	3	-2[fluorescence artefact?]	12
CC(C)CC(=O)Nc1nc2c(c(=O)[nH]1)CCCC2	6	-4	1	0	0.9	95	11	-7	-9
CCCCN(C)S(=O)(=O)c1c(C)[nH]c(=O)[nH]c1=O	8	-5	1.2	-1	0.8	101	7	-2	-10
COc1ccc(OC)c2c1CCC2=O	-10	·	1.6	1	·	104	1	-6	·
C=CCn1cnc2scc(-c3ccc(CC)cc3)c2c1=O	-7	4	·	-1	1	92	11	-2	-1
O=C(NCc1cccs1)C(Cc1ccccc1)NS(=O)(=O)c1cccs1 (stereo unspecified)	-1	·	1	4	·	90	-2	4	·
COC(=O)CCS(=O)(=O)c1nc(-c2ccccc2)cc(C(F)(F)F)n1	-11	-1	0.9	1	1	82	-1	-2	15
O=C(CSc1cccc[n+]1[O-])c1cc2ccccc2o1	-9	0	1.5	·	1.4	98[fluorescence artefact?]	97*	-6	-1
CCCS(=O)(=O)N1CCN(S(=O)(=O)c2ccc(F)cc2)CC1	-1	·	1.2	-4	·	121	-10	-20	·
Cc1c2c(nc3nc4ccccc4n13)CC(C)(C)CC2=O	18	0	1	0	0.9	103[fluorescence artefact?]	6	5[fluorescence artefact?]	-11
N#Cc1ccc(-c2ccc(F)cc2)nc1Sc1ccccc1	·	5	·	2	0.9	·	-16	·	4
CC(O)c1cc2c(cc1NC(=O)c1cnn3c1NC(c1ccco1)CC3C(F)(F)F)OCO2 (stereo unspecified)	-7[fluorescence artefact?]	-3	1.3	-2	1	98	-9	-34	-19
N#Cc1cc2c(nc1SCc1ccccc1)CCCC2=O	5	·	1	1	1	100	2	3	·
O=C(CN1CCCCC1)Nc1cccc(Oc2ccccc2)c1	·	-2	·	-1	1.8	·	17	·	26
O=C(CSc1ccccc1)NCc1ccco1	3	·	1.2	-1	·	103	·	11	·
COC(=O)c1ccc(NC(=O)Nc2ccc(C)cc2)cc1	2	-2	1.6	0	0.9	102[fluorescence artefact?]	-9	-1	11
CCOC(=O)C(NC(C)=O)(Nc1ccc(S(=O)(=O)Nc2onc(C)c2C)cc1)C(F)(F)F (stereo unspecified)	-3	4	1.1	-4	1	118	2	-5	-9
CCOc1ccc(S(=O)(=O)Nc2ccc(S(=O)(=O)N3CCCCC3)cc2)cc1	-3	2	1.1	1	1.2	95	-3	-2	1
c1ccc(CN2CN=C(Nc3nc4ccccc4s3)NC2)cc1	9	-4	1.1	0	0.8	114[fluorescence artefact?]	-9	9[fluorescence artefact?]	-10
CCc1ccc(-c2nc(CN3CCC(C(=O)NCc4ccccc4OC)CC3)c(C)o2)cc1	-5	1	1.4	-1	·	129	11	2	9
O=C(COc1ccc(Cl)cc1)NC1CCSC1=O (stereo unspecified)	0	-2	1.1	5	1.2	105	10	1	5
CC(C)(C)C(=O)Nc1nnc(Cc2ccccc2)s1	-6	·	1.2	0	·	100	·	-3	·
CCN(CC)S(=O)(=O)c1cccc(C(=O)NC(C(=O)Nc2nnc(C3CC3)s2)C(C)C)c1 (stereo unspecified)	-15	-6	1.1	·	1.4	107	-6	-8	-8

Following part.
SMILES	ERb coact inh	Mac1 fbg enh	MT1-MMP txn act	FAK blocker	PLAP activator	ERa coact pot	E coli WT exp	ERa coact inh	Mac1 fbg inh
COc1ccc(NC(=O)CCCN2C(=O)CCC2=O)cc1Cl	-7	0	1.3	0	1	109	4	-1	-8
Cc1ccc(C)n1-c1ncn[nH]1	8	3	1.1	-7	1.1	132[fluorescence artefact?]	6	3	-1
Cc1ccc(N(CC(=O)Nc2ccc(S(=O)(=O)N3CCOCC3)cc2)S(C)(=O)=O)cc1C	1	0	1.1	2	1.5	96[fluorescence artefact?]	3	0	5
Cn1c(SCC(=O)O)nc2ccccc2c1=O	-5	-1	1.4	2	1	118	-7	0	15
COC(=O)c1c(NS(=O)(=O)Cc2ccccc2)sc2c1CCCC2	10	1	1	-3	1.5	64	-4	12	3
O=C(NCCN1CCOCC1)c1cc(-c2ccco2)on1	3	·	1.2	·	·	122[fluorescence artefact?]	8	3	·
CN(C)CCNC(=O)c1c(O)c2c([nH]c1=O)CCCC2	-2[fluorescence artefact?]	-1	1.1	1	1.3	108[fluorescence artefact?]	8	8[fluorescence artefact?]	6
Oc1c(Cl)cc(Cl)cc1/C=N/c1nccs1	25	-3	1.1	-1	1.2	60[fluorescence artefact?]	32	4	25
O=C(O)/C=C/C(=O)Nc1ccccc1C(=O)Nc1ccccc1	-8[fluorescence artefact?]	-3	1.1	-3	1.2	97	5	9[fluorescence artefact?]	-6
CCn1c(NCc2cc(OC)ccc2OC)nc2ccccc21	-15	-1	1.3	-2	0.9	115	5	-2	2
O=C(CSc1nnc(-c2ccc(S(=O)(=O)N3CCCC3)cc2)o1)NCc1ccccc1	2[fluorescence artefact?]	·	1.1	2	·	97	·	9[fluorescence artefact?]	·
COC(=O)C(NC(=O)c1ccc(C)cc1)(Nc1cccc(C)n1)C(F)(F)F (stereo unspecified)	-6	·	1.1	1	·	107	·	-10	·
COc1ccc(-c2cc(C(=O)N/N=C/c3ccc(OC)c(COCC(F)(F)C(F)F)c3)c3ccccc3n2)c(OC)c1	·	81	·	-3	1.3	·	-12	·	-25
O=C1CSC(c2ccccn2)N1c1cccc(Cl)c1 (stereo unspecified)	-13	-3	1.1	·	1	108	1	-2[fluorescence artefact?]	-7
COCCCNc1oc(COc2ccc(Cl)cc2Cl)nc1C#N	1[fluorescence artefact?]	-1	1	-6	1.5	84[fluorescence artefact?]	11	10[fluorescence artefact?]	3
CCn1nc(NC(=O)c2ccco2)c2cc3ccccc3nc21	-13	-1	1	-3	0.9	104[fluorescence artefact?]	-1	-8	-2
O=C1NC(c2ccccc2)=C(c2nc3ccccc3s2)C(c2ccc(O)cc2)N1 (stereo unspecified)	·	2	·	3	1.5	·	1	·	-7
O=C(NCCc1c[nH]c2ccccc12)C1CCC(Cn2c(=S)[nH]c3ccccc3c2=O)CC1 (stereo unspecified)	-7	-3	·	0	1.8	134	-7	-11[fluorescence artefact?]	14
CCn1c(N)c(C(=O)NCc2cccnc2)sc1=S	4	·	1	-1	0.9	113	6	4	·
Cc1nc(SCC(=O)NCCc2ccc(Cl)cc2)nc(C)c1C	0	·	1.1	-6	0.9	85	5	-3	·
O=C(c1ccncc1)N1CCN(c2ccc(F)cc2)CC1	-1	-4	1.1	-1	1	102	-5	-6	-3
COc1ccc(/C=C(/NC(C)=O)C(=O)O)cc1	·	-6	·	-3	1	·	-5	·	-7
COc1ccc(-n2c(C)nc3c(cnn3-c3ccc(C)c(C)c3)c2=O)cc1	2	-2	1.1	0	0.9	91	2	-3	3
COc1ccc(NC(=O)CSc2nc3c(c(=O)n2-c2ccc(F)cc2)SCC3)c(OC)c1	-13	-3	0.9	0	1.2	124	-17	-10	-26
Cc1cc(C)nc(NCC(O)COc2ccccc2C)n1 (stereo unspecified)	8	1	1.1	2	1.4	112[fluorescence artefact?]	0	5	7

Next records
SMILES	ERb coact inh	Mac1 fbg enh	MT1-MMP txn act	FAK blocker	PLAP activator	ERa coact pot	E coli WT exp	ERa coact inh	Mac1 fbg inh
COC(=O)c1ccc(S(=O)(=O)c2ccccc2)c(N)c1	-20	-3	1.2	-2	0.8	95	4	-7	-6
Cc1cc(C(=O)OCC(=O)N2c3ccccc3CC2C)c(C)o1 (stereo unspecified)	-5	3	1.2	2	1.3	115	4	-1	-2
Cc1ccc(C(C)C)c(OCc2nnc(SCC(=O)Nc3ncc(C)s3)n2C)c1	-12	-1	1.1	0	1.1	134[fluorescence artefact?]	-4	-51	-1
COc1cccc(-n2c(C)nn(C)c2=O)c1	·	1	·	-3	1.2	·	5	·	2
COCCNC(=O)c1cc2c(=O)n(C)c3ccccc3c2n1C	-9	1	1.1	4	0.9	116	5	-9	-14
O=C(Oc1cccc(Oc2ccccc2)c1)N1CCOCC1	-9	4	1.1	1	1.5	94	4	-1	-19
COc1ccccc1C(=O)OCC(=O)Nc1ccc(OC(F)F)cc1	14	0	1.1	-4	0.6	82[fluorescence artefact?]	14	7	-10
O=C(O)CSc1nnc(-c2ccncc2)n1Cc1ccccc1	·	0	·	-2	1.1	·	-1	·	-5
CCCCCC1CC(=O)N(Cc2ccc(Cl)cc2)C(=O)N1 (stereo unspecified)	4	-2	1.2	1	0.9	109	1	-2	2
O=C(OCC(=O)N1CCN(C(=O)c2ccco2)CC1)c1ccccc1C(=O)c1ccccc1	3	-1	1.1	8	1.3	94	-3	-9	0
Cc1ccc(Nc2nc3nonc3[nH]c2=O)cc1	-10	0	1.3	6	0.9	138	-6	4	18
O=S(=O)(NC1CC2CCC1C2)c1ccc(Br)s1 (stereo unspecified)	-2	3	1.1	3	0.8	111	10	7	11
CCc1ccc(S(=O)(=O)N2CC(=O)Nc3ccccc32)cc1	0[fluorescence artefact?]	-4	1.1	1	0.8	104[fluorescence artefact?]	-3	8	14
CC1CC(c2ccccc2)n2nc(NC(=O)c3ccco3)nc2N1 (stereo unspecified)	14[fluorescence artefact?]	-3	1.2	3	1.5	118	-4	4[fluorescence artefact?]	-5
CC(CCc1ccccc1)NC(=O)c1ccc(C(=O)NC(C)CCc2ccccc2)cc1 (stereo unspecified)	-2[fluorescence artefact?]	43	1	-2	0.2	110	-11	18	-6
CCN(Cc1ccncc1)C(=O)c1cccc(S(=O)(=O)N2CCOCC2)c1	-7	-7	1	·	1.2	100	2	-5	-34
COc1ccc(OC)c(C(=O)CSc2nnc(-c3cccnc3)n2C)c1	-10	1	1.2	0	0.9	115	6	-1[fluorescence artefact?]	-6
CCCCCOC(=O)Cc1c(C)nc(-c2ccccc2)[nH]c1=O	8[fluorescence artefact?]	4	1.1	-3	0.9	111[fluorescence artefact?]	-5	13	13
Cc1ccc(-n2ncc3c(=O)n(CC(=O)N4CCCc5ccccc54)cnc32)cc1C	9	·	1.3	5	·	146	·	14[fluorescence artefact?]	·
c1ccc(-n2ncc3c(N4CCCCC4)ncnc32)cc1	·	-6	·	11	1.6	·	4	·	59*
O=C(Nc1ccc2c(c1)OCO2)c1cc2ncc(Br)cn2n1	67*[fluorescence artefact?]	115	1.3	6	0.9	71[fluorescence artefact?]	1	77*[fluorescence artefact?]	-24
CCOc1ccc(-c2cc(CCCC(=O)Nc3cccc(OC)c3)no2)cc1	-2	-3	0.6	·	1	114	-3	-3	6
CCn1c(-c2ccc(N)cc2)nc2ccccc21	3[fluorescence artefact?]	7	1.4	3	0.8	89[fluorescence artefact?]	11	-1[fluorescence artefact?]	0
Cn1c(=O)c2c(SCC(=O)NCc3ccco3)nc(CC(C)(C)C)nc2n(C)c1=O	7	2	1.1	-1	1.4	71	3	17	0
O=C(CN(Cc1cccs1)C(=O)CCC(=O)Nc1nccs1)NCc1ccccc1	·	-4	·	3	0.9	·	0	·	-32

Full records from above. Order of values: ERb coact inh, Mac1 fbg enh, MT1-MMP txn act, FAK blocker, PLAP activator, ERa coact pot, E coli WT exp, ERa coact inh, Mac1 fbg inh
Cc1ccc(-n2ncc3c(=O)n(CC(=O)N4CCCc5ccccc54)cnc32)cc1C is entered as 9, ·, 1.3, 5, ·, 146, ·, 14[fluorescence artefact?], ·
CCOc1ccc(-c2cc(CCCC(=O)Nc3cccc(OC)c3)no2)cc1 is entered as -2, -3, 0.6, ·, 1, 114, -3, -3, 6
COc1cccc(-n2c(C)nn(C)c2=O)c1 is entered as ·, 1, ·, -3, 1.2, ·, 5, ·, 2

An unsorted share of the library; 5.1% or so of the library scored in one or more.
